PERK inh = blocks human PERK kinase | hit rate 0.17% among 220,000 | Q9NZJ5 | inhibition, % at 5.6 µM | CHO PERK-DD fusion, SEAP luminescence translation reporter;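 active = inhibition above the mean inhibition of all tested compounds plus 3 SD, set separately per screening campaign, cut at about 2.9% in these data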;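 also: PERK kinase domain activated by AP20187 dimerizer at 100 nM; 0% = DMSO with dimerizer and 100% = rapamycin at 8.4 µM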
Mdm2 ligase inh = inhibitors of human Mdm2 E3 ubiquitin ligase; signal enhancement, % at 5 µM; hit rate 0.11% among 210,000; cell-based MDM2 ubiquitination luciferase reporter, 2 h; 0 = plate control, 100 = twice control, blank-subtracted;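 active = signal enhancement of 30% or more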;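 also: luminescence tracks abundance of the self-degrading MDM2-luciferase fusion protein; higher signal means inhibition of MDM2 E3 ligase activity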
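Buffer or medium: Cells held in DMEM | Assay system: Stable mammalian line carrying autodegrading MDM2–luciferase fusion reporter | Quantity: 2000 cells/well | Times: 4 h settle plus 2 h compound, 37 °C | Doses: One concentration, 5 µM, with 0.2% DMSO | Technique: Luminescence with SteadyLite reagent, 15 min at room temperature | Benchmarks: Plate controls and plate blanks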
TNF death inh = TNF-alpha cell death inhibition in Jurkat FADD-/- cells; hit rate 0.068% among 220,000; activation (protection from cell death), % at 10 µM; Jurkat FADD-/- TNF necroptosis rescue, ATP luminescence, 24 h; 0 = TNF only, 100 = no-TNF cells;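 active = activation, meaning protection from cell death, of at least 50% relative to plate controls; inactive = activation below 50%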;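 also: necroptosis triggered by 40 ng/mL TNF-alpha added together with compound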
Cl transport mod = modulators of human KCC2 chloride dependent transport; Q9H2X9; KCC2 cells, thallium flux FluoZin-2 fluorescence; B-score of Tl+ flux slope (higher = more flux/activation; lower = inhibition) at 10 µM; hit rate 2.2% among 190,000; AID 1456;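 active = thallium flux slope and its plate-corrected score both differing from the plate sample mean at a set confidence after two filtering rounds, in either direction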;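 also: slope of fluorescence scaled to starting intensity during 10 to 20 s after thallium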
eIF4E-4G inh = eIF4E/eIF4G interaction inhibition in translation initiation; P63073+Q04637; inhibition, % at 21.7 µM; hit rate 0.37% among 220,000; TR-FRET eIF4E-eIF4GI(517-606) binding, 2 h;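 active = inhibition above about 30%, limit read from the data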;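 also: 0% = full FRET control wells and 100% = background wells lacking eIF4GI fragment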
Calpain2 inh = blocks pig calpain II enzyme activity; purified calpain II, fluorogenic peptide substrate, 30 min; inhibition, % at 16 µM; hit rate 0.37% among 220,000; AID 1236;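 active = inhibition above about 50%, limit read from the data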
Rad51 HR inh = Rad51 (human) homologous recombination inhibition | Q06609 | hRad51 DNA strand exchange, fluorescence dequenching | inhibition, % at 10 µM | hit rate 0.085% among 200,000;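 active = inhibition above 40% at the single screening dose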;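 also: 0% = DMSO control wells and 100% = blanks with heterologous ssDNA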
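System: hRad51 filaments on single-stranded DNA; reagent: Fluorescein- and BHQ1-tagged 47-mer duplex; compound dosing: one concentration, 10 µM final; timing: filaments 15 min 37 °C, then compound 30 min; measured by: fluorescein emission 520 nm, excitation 485 nm; benchmarks: per-plate controls and blanks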
EBV gp42 inh = EBV gp42 inhibition | Q1HVG2 | Fluorescence polarization binding assay, mP read-out | inhibition, % (tested at 21.74 µM) | hit rate 0.42% among 220,000 | AID 1085; in the data active = inhibition above about 50%
zVAD death inh = L929 zVAD cell death inhibition; hit rate 0.38% among 220,000; L929 zVAD necroptosis rescue, ATP luminescence, 24 h; with zVAD 60 µM; viability rescue, % at 10 µM;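 active = activation, scaled between plate controls, above about 75%, limit read from the data; inactive = activation under that limit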;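 also: 0% = zVAD with DMSO and 100% = DMSO alone without zVAD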
Starred values were filed as active, the others as inactive; nt = no result given; [ ] = remark or other dose.

#1 Cc1ccc(C(C(=O)NC(C)(C)C)N(Cc2ccccc2)C(=O)c2snc(C(N)=O)c2N)o1 (stereo unspecified)
#2 CC(=O)Nc1ccc(NS(=O)(=O)c2cc([N+](=O)[O-])ccc2C)cc1
#3 CCN(CC)S(=O)(=O)c1ccc(OC)c(NC(=O)c2ccc(=O)[nH]c2)c1
#4 COc1ccc(-c2ccc(CCC(=O)O)n2NC(=O)c2cccs2)cc1
#5 CS(=O)(=O)N(CC(O)Cn1c2ccccc2c2ccccc21)c1cccc2ccccc12 (stereo unspecified)
#6 Cc1nn(-c2ccc(Cl)cc2)c2[nH]c(=O)c(CNCc3ccc4c(c3)OCO4)cc12
#7 Oc1cccc(CCC2CCCCN2Cc2cn[nH]c2-c2ccc3c(c2)OCO3)c1 (stereo unspecified)
#8 CN(C)CCNC(=O)Cc1c(C(=O)O)n(C)c2ccccc12
#9 COc1ccc(/C(C)=N/OCC(=O)Nc2nc3ccccc3s2)cc1
#10 O=C(O)c1ccc(CSc2nnc(-c3ccco3)n2-c2ccccc2)cc1

assay / entry	1	2	3	4	5	6	7	8	9	10
PERK inh	-0.1	0.3	1.3	1.2	-0.9	-0.4	-1.1	1.1	0.2	1.8
Mdm2 ligase inh	-9	-93	nt	6	-11	-16	-6	nt	7	7
TNF death inh	-13	-1.0	0.6	0.1	2.4	-4.7	3.5	-0.9	3.4	0.4
Cl transport mod	-0.6	0.041	-0.99	0.36	nt	-0.8	2.4	0.028	-0.82	-0.49
eIF4E-4G inh	1	0	-8	-2[fluorescence artefact?]	7	-1	0	nt	9	0
Calpain2 inh	-81	-2	-26	-17	-72	6	26	nt	24	-19
Rad51 HR inh	0	-5	7	-12	-1	19	-9	nt	6	3
EBV gp42 inh	-17	-5	0	-13	-16	-17	-1	nt	-6	-1
zVAD death inh	-0.7	-1.0	0.1	0.3	-0.4	0.5	-3.6	-0.2	11	0.9

#11 CC(=O)N(c1nc(CCl)cs1)c1ccc(C)cc1C
#12 COc1ccc(CN=C2NC(=O)CC(C(=O)Nc3ccc(Cl)cc3)S2)cc1 (stereo unspecified)
#13 COc1cc2c(cc1OC)CN(C(C)C(=O)Nc1ccc(NC(C)=O)cc1)CC2 (stereo unspecified)
#14 Cc1cccc(N=C2NC(=O)/C(=C/c3cccs3)S2)c1
#15 O=C(c1cccc(F)c1)N(Cc1nc2ccccc2c(=O)[nH]1)C1CCCC1
#16 CCn1c2ccccc2c2nc3cc(S(=O)(=O)N4CCOCC4)ccc3nc21
#17 Cc1ccc(F)cc1NC(=O)CCOc1ccccc1
#18 CCCOc1ccc(/C(O)=C2/C(=O)C(=O)N(CCCOC)C2c2cccnc2)cc1 (stereo unspecified)
#19 O=C(c1ccccc1)c1cccn1CC(=O)N1CCN(c2ccc(F)cc2)CC1
#20 CCOc1ccc(NC(=O)NNC(=O)C2CCC(C(C)(C)C)CC2)cc1 (stereo unspecified)

assay / entry	11	12	13	14	15	16	17	18	19	20
PERK inh	0.8	0.6	-0.3	-0.1	0.1	-1.3	0.5	1.1	-1.5	0.7
Mdm2 ligase inh	-3	-11	-3	-16	10	-9	-19	nt	2	-34
TNF death inh	-3.9	2.7	-2.1	1.8	0.5	-9.6	3.9	2.5	-0.8	1.3
Cl transport mod	-1.2	-0.12	-0.068	1.8	0.23	0.64	-2.4	0.23	nt	0.62
eIF4E-4G inh	1	3	-4	7	1	48*	2	5	2	1
Calpain2 inh	-23	39	-19	0	-17	-17	6	7	12	7
Rad51 HR inh	22	1	6	-3	9	nt	0	1	0	nt
EBV gp42 inh	-14	-18	-3	-21	-11	-12	-8	-20	-8	-10
zVAD death inh	2.3	0.5	-0.5	5.1	0.4	0.2	0.7	0.7	1.2	54

#21 CCN(C(=O)COC(=O)c1cccnc1Nc1cccc(C(F)(F)F)c1)C1CCS(=O)(=O)C1 (stereo unspecified)
#22 O=C(CN1C(=O)c2cccc([N+](=O)[O-])c2C1=O)N1CCN(c2ccc(F)cc2)CC1
#23 NC(=O)c1cc(N2C(=O)C=CC2=O)ccc1Cl
#24 Cc1ccc(C2NC(=O)c3ccccc3N2)s1 (stereo unspecified)
#25 O=C(Nc1ccccc1-c1ccccc1)c1cccc([N+](=O)[O-])c1
#26 COC(=O)CN(c1nc(C)c(Cl)c(OC)n1)S(=O)(=O)c1ccc(C)cc1
#27 O=C(O)c1ccc(NC2=C(Cl)C(=O)c3ccccc3C2=O)cc1
#28 CN1CCN(C(CNS(=O)(=O)c2ccc(F)cc2)c2cccnc2)CC1 (stereo unspecified)
#29 Cc1cc[n+](-c2nc([O-])sc2/C=N/Nc2ccc([N+](=O)[O-])cc2)cc1
#30 O=C(CN=C1NS(=O)(=O)c2ccccc21)OCC(=O)c1ccccc1

assay / entry	21	22	23	24	25	26	27	28	29	30
PERK inh	0.7	0.8	0.1	1.2	0.6	-1.1	-0.5	0.8	0.4	1.9
Mdm2 ligase inh	-17	19	-31	-7	-5	-5	-12	3	-11	-21
TNF death inh	2.2	0.7	-5.6	-6.7	-3.1	-1.2	-29	-0.5	-1.8	0.6
Cl transport mod	0.38	-2	0.8	0.18	-0.32	nt	-6.5*	0.32	0.47	0.96
eIF4E-4G inh	-3	6	13[fluorescence artefact?]	1	4	4[fluorescence artefact?]	-2	-4	-12	1
Calpain2 inh	-16	-7	-20	-391	3	39	58*	0	-2	13
Rad51 HR inh	-3	-2	5	6	1	15	-7	-12	3	nt
EBV gp42 inh	-19	-14	-26	-8	-24	3	8	3	23	-19
zVAD death inh	1.2	2.3	0.0	-0.3	0.0	0.2	9.0	0.0	-0.4	0.3

#31 O=C1NCCN1Cc1ccccc1
#32 CCC(=O)NC(=S)Nc1ccc(NC(=O)c2ccc([N+](=O)[O-])cc2Cl)cc1
#33 COc1ccc(CCCc2nnc(SCC(=O)Nc3cccc(C)c3)o2)cc1
#34 COc1cccc(NC(=O)Nc2cccs2)c1
#35 CN(C(=O)CC1C(=O)NCCN1CC1CCCCC1)C1CCOCC1 (stereo unspecified)
#36 CC(C)CC(NC(=O)C1CCC(C)CC1)C(=O)Nc1ccc2c(c1)OCCO2 (stereo unspecified)
#37 CC(=O)N1CCN(Cc2nc3cc(NC(=O)c4cccc(Br)c4)ccc3n2C)CC1
#38 COc1ccc(/C=N/N(C)c2cc(=O)n(C)c(=O)[nH]2)cc1OC
#39 CC(C)CC(NC(N)=O)C(=O)Nc1cccc([N+](=O)[O-])c1 (stereo unspecified)
#40 CCOC(=O)N1CCC(NC(=O)c2cnn3cccnc23)CC1

assay / entry	31	32	33	34	35	36	37	38	39	40
PERK inh	-1.0	-0.3	0.2	-0.3	0.7	0.1	1.0	0.3	-0.2	-0.1
Mdm2 ligase inh	nt	-11	-21	0	-14	-15	-6	7	-11	-4
TNF death inh	0.6	3.1	1.3	-0.8	3.5	-2.2	-4.7	-1.6	0.2	-1.2
Cl transport mod	-1.3	0.083	-1.3	-0.052	1.2	-0.01	-0.7	0.82	0.96	nt
eIF4E-4G inh	-7[fluorescence artefact?]	3	0	-3	0	6	-4	-2	0	-3[fluorescence artefact?]
Calpain2 inh	-16	1	24	-9	-36	-11	-13	37	9	-82
Rad51 HR inh	-2	1	-1	4	0	-1	nt	-7	9	2
EBV gp42 inh	-19	6	-16	-13	-11	-12	-8	-8	0	-3
zVAD death inh	1.0	2.4	-0.6	0.9	1.5	0.3	-0.1	-0.5	1.5	0.3

Along the list, as entered above:
Entries 31–35 in TNF death inh read 0.6, 3.1, 1.3, -0.8, 3.5
Entries 31–35 in EBV gp42 inh read -19, 6, -16, -13, -11
Entries 31–35 in zVAD death inh read 1.0, 2.4, -0.6, 0.9, 1.5

Further structures:
#41 CC(O)CCc1ccc(O)cc1 (stereo unspecified)
#42 O=C(CSc1nnc(Cc2ccccc2)o1)N1CCCC1
#43 Cc1cc(C)nc(SCc2ccc(C(=O)N/N=C3\CC(C)CC(C)(C)C3)cc2)n1 (stereo unspecified)
#44 CN(CCc1ccccn1)C1CC(=O)N(c2ccc(Cl)cc2)C1=O (stereo unspecified)
#45 COc1ccc(-c2nc(CS(=O)CC(=O)NCc3ccc4c(c3)OCO4)c(C)o2)cc1 (stereo unspecified)
#46 CC(NCCOCCOc1ccccc1)c1ccccc1 (stereo unspecified)
#47 O=C1CC(SC(=Nc2ccccc2)Nc2ccccc2)C(=O)N1c1cccc(Cl)c1 (stereo unspecified)
#48 Cc1ccc(NC(=S)c2ccccc2)cc1
#49 C=CCn1c(SCc2nc3scc(-c4ccccc4)c3c(=O)[nH]2)nnc1-c1ccccc1F
#50 Cc1oc2cc(OC(=O)c3ccco3)ccc2c(=O)c1-c1nc2ccccc2n1C

assay / entry	41	42	43	44	45	46	47	48	49	50
PERK inh	0.7	1.2	0.0	-0.5	-0.4	0.4	1.9	0.8	0.4	-1.4
Mdm2 ligase inh	-2	-6	-9	5	-1	-3	-16	5	-7	-6
TNF death inh	-0.2	1.0	2.1	-1.3	-0.8	3.5	3.2	0.7	2.6	-0.6
Cl transport mod	-0.1	-0.54	-0.74	1.2	nt	1.1	nt	2	-3.2	-1
eIF4E-4G inh	-4	4	5	-9	7	-2[fluorescence artefact?]	-2	-2	0	3
Calpain2 inh	-21	-11	6	6	-48	-3	15	1	-60	-188
Rad51 HR inh	0	11	-2	-1	-1	-3	-2	nt	-10	nt
EBV gp42 inh	-17	1	-11	-31	-6	6	-9	-2	-27	4
zVAD death inh	3.9	-0.4	-0.2	-0.5	-0.4	0.1	0.3	0.0	1.8	nt

#51 COc1ccccc1OCC(=O)N/N=C/C=C/c1ccc([N+](=O)[O-])o1
#52 Cc1ccc2nc(-c3ccc(N4C(=O)CC(N5CCCC(C)C5)C4=O)cc3)sc2c1 (stereo unspecified)
#53 O=C(Nc1cccnc1)c1ccc(COc2ccccc2Br)o1
#54 CCOc1ccccc1NC(=O)c1cccc(NC(=O)CC(c2ccccc2)c2ccccc2)c1
#55 Cc1c(C(=O)Oc2cccc3cccnc23)oc2ccccc12

assay / entry	51	52	53	54	55
PERK inh	0.0	-0.4	0.2	-0.7	0.8
Mdm2 ligase inh	14	-5	8	-12	nt
TNF death inh	-9.1	2.3	-6.9	-2.0	-5.3
Cl transport mod	-0.57	0.44	-5*	1.4	-3.4
eIF4E-4G inh	5	2[fluorescence artefact?]	4	-4	-1
Calpain2 inh	-8	-47	-27	2	-10
Rad51 HR inh	0	-1	0	7	nt
EBV gp42 inh	-1	-13	1	-12	-3
zVAD death inh	-0.8	-0.9	-0.8	1.6	-1.1

Single records (already shown). Values in the order: PERK inh | Mdm2 ligase inh | TNF death inh | Cl transport mod | eIF4E-4G inh | Calpain2 inh | Rad51 HR inh | EBV gp42 inh | zVAD death inh
`Cc1c(C(=O)Oc2cccc3cccnc23)oc2ccccc12` across the screens: 0.8 | nt | -5.3 | -3.4 | -1 | -10 | nt | -3 | -1.1
`COc1ccccc1OCC(=O)N/N=C/C=C/c1ccc([N+](=O)[O-])o1` across the screens: 0.0 | 14 | -9.1 | -0.57 | 5 | -8 | 0 | -1 | -0.8
`Cc1ccc2nc(-c3ccc(N4C(=O)CC(N5CCCC(C)C5)C4=O)cc3)sc2c1` (stereo unspecified) across the screens: -0.4 | -5 | 2.3 | 0.44 | 2[fluorescence artefact?] | -47 | -1 | -13 | -0.9
`CCOc1ccccc1NC(=O)c1cccc(NC(=O)CC(c2ccccc2)c2ccccc2)c1` across the screens: -0.7 | -12 | -2.0 | 1.4 | -4 | 2 | 7 | -12 | 1.6

Assay outcomes: PubChem BioAssay, several laboratories
